LmPK inhibitor = LmPK (Leishmania mexicana) enzyme inhibition; Q27686; purified LmPK, Kinase-Glo ATP luminescence, 1 h; Potency, µM (doses to about 57.5 µM), without a hit: top-dose activity change, negative = inhibition, most hits filed as inhibitors; 290,000 tested, 0.37% active; AID 1721; also: potency is read from the fitted curve at half-maximal effect; % is scaled to controls: 0 for no effect and ±100 for the full control effect
Target sequence (Q27686 whole entry, looked up): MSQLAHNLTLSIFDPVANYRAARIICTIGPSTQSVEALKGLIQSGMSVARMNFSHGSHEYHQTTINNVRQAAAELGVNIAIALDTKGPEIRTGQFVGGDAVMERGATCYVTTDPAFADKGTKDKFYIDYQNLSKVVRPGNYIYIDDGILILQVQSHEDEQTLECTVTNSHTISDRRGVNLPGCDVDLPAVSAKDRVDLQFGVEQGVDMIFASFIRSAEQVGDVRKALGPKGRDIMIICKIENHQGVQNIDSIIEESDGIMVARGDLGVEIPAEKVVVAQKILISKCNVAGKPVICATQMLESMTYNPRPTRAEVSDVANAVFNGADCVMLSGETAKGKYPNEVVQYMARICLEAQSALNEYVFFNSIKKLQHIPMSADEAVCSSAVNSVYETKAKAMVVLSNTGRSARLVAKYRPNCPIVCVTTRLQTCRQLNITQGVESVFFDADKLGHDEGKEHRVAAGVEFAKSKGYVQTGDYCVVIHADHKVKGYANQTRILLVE
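ATP generated from ADP (0.1 mM) and PEP (0.5 mM) by 0.1 nM LmPK over 1 h at room temperature (pH 7.2 imidazole buffer) was detected by coupled luciferase luminescence. Values were normalized to uninhibited and no-enzyme wells.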
Pf growth 96h = P. falciparum growth inhibition at 96 hour, primary screen for plastid delayed-death inhibitors | P. falciparum luciferase reporter growth, 96 h | Potency, µM (titrated, usually from 28.7 µM), for inactives: top-dose activity change, negative = inhibition, actives largely listed as inhibitors | 320,000 tested, 6.9% active | AID 504834; also: potency is read from the fitted curve at half-maximal effect; % is scaled to controls: 0 for no effect and ±100 for the full control effect
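Two parasite generations (96 h, 37 C, 5% CO2) of compound exposure in infected erythrocytes (0.05% parasitemia, 2% hematocrit). Luciferase-reporter P. falciparum; decreased luminescence indicates inhibited growth, aimed at apicoplast-acting delayed death.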
Tb PYK inh = blocks Trypanosoma brucei pyruvate kinase. Q57TT1. 410,000 tested, 0.12% active. Potency, µM (doses to about 76.8 µM), inactives show top-dose activity, negative = inhibition, usual class: inhibitors. AID 624173. TbPYK enzyme, Kinase-Glo Plus ATP luminescence, 45 min; also: potency is read from the fitted curve at half-maximal effect; % is scaled to controls: 0 for no effect and ±100 for the full control effect; nearly all actives have a fitted effect of over 50% in size
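ADP (130 uM final) triggers the TbPYK reaction after compound addition; incubation is 45 min at room temperature. Kinase-Glo Plus is then added and luminescence imaged. Normalized data are fitted to concentration-effect curves.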
Shiga toxin inh = blocks Shiga toxin action in Vero cells; Vero cells, Shiga toxin protein synthesis inhibition reporter; inhibition, % at 38.7 µM; 290,000 tested, 9.2% active; AID 2315; in the data active = inhibition mostly above about 28%, no sharp cut-off; inactive = mostly below about 43%; also: 0% is about no effect
Cycloheximide cs = counter-screen hit for Shiga toxin inhibitors, cycloheximide. max response, %. 300,000 tested, 12% active. cell reporter, cycloheximide protein synthesis inhibition counterscreen. AID 2314; in the data active = max response mostly above about 13%, no sharp cut-off; inactive = mostly below about 14%; also: read at 38.3 µM for the half of the compounds with a filed dose; 0% is about no effect
Pf growth 48h = P. falciparum growth inhibition at 48 hours (one generation); Potency, µM (highest dose often 28.7 µM), inactives show at the highest dose activity change, negative = inhibition, usual class: inhibitors; P. falciparum luciferase growth in erythrocytes, 48 h; 310,000 tested, 5.9% active; also: potency is read from the fitted curve at half-maximal effect; % is scaled to controls: 0 for no effect and ±100 for the full control effect
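Compounds are pin-transferred into medium, infected erythrocytes (2% hematocrit, 0.1% parasitemia final) are added, and plates sit one parasite generation at 37 C in 5% CO2. Detection reagent is then added and luminescence measured.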
HCV inh = blocks hepatitis C virus; AID 651820; Huh7.5.1 HCVcc-Cre infection, luciferase reporter, 44 h; 340,000 tested, 3.4% active; Potency, µM (doses to about 41.8 µM), for the others: at the highest dose activity change, negative = inhibition, hits mostly inhibitors; also: potency is read from the fitted curve at half-maximal effect; % is scaled to controls: 0 for no effect and ±100 for the full control effect
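1,000 cells/well; 4 h culture; + compound; + HCVcc-Cre (~0.5 moi); 44 h; luciferase substrate, RT 15 min; read 15 sec.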
* marks the source's active call; other numbers are inactive results; ? = inconclusive; · = no result given; & = joins results of further samples; [ ] = dose if it differs, or a comment. Unless noted, calls follow the shape of the dose curve; as a rule, active = well fitted curve in the direction sought with a large enough effect; inconclusive = small, poorly fitted or top-dose-only effect, or another doubt; inactive = no such curve, though single readings can be large; an effect the other way counts as inactive or inconclusive.

Results follow in this order: Shiga toxin inh	Cycloheximide cs	LmPK inhibitor	Pf growth 48h	Pf growth 96h	HCV inh	Tb PYK inh
COc1ccc(CCNCC2CCCO2)cc1 (configuration not stated)
  24*	18*	-1%	28%	0%	12%	23%
CN1CCN(C(=O)CN(C2CCCCC2)S(=O)(=O)c2ccccc2)CC1
  -1	-5	5%	5%	-16%	8%	3%
CN1CCN(C(=O)c2cc3c(=O)n4ccccc4nc3s2)CC1
  49*	12*	-11%	38%[activator]	7%	5%	-9%
Cc1c(Cl)c([N+](=O)[O-])nn1CC(=O)N1CCN(Cc2ccccc2)CC1
  -13	-2	3%	8%	0%	7%	2%
c1ccc(C2N3CCCN23)cc1 (configuration not stated)
  -5	-2	0%	-14%	16%	2%	-4%
Cc1cc(C=C(C#N)C#N)c(C)n1-c1ccccc1
  108*	22*	-2%	-2%	-4%	?	4%
Cn1c(=O)c2c(nc(NCc3ccco3)n2CC(O)COc2ccccc2)n(C)c1=O (configuration not stated)
  -11	0	4%	-45%	-7%	?	4%
O=c1c(-c2nc3ccccc3s2)cccn1Cc1ccc(Cl)c(Cl)c1
  -2	-3	6%	?	?	?	0%
Cc1ccc(CC(C(=O)O)C(C)C(=O)Nc2ccc(F)cc2)cc1 (configuration not stated)
  -6	-2	7%	3%	4%	10%	4%
COc1ccc2c(c1OC)C(=O)N(c1ccccc1)C2=O
  47*	39*	-2%	-3%	-23%	8%	2%
CN1CCCN(C(=O)c2ccc(Cl)s2)CC1
  6	1	1%	19%	?	9%	-4%
Cn1c2c(c3cc([N+](=O)[O-])ccc31)CCCC2
  -9	1	-10%	7%	101%[activator]	?	-1%
Cc1cc(C(=O)OCC(=O)Nc2cccc(S(N)(=O)=O)c2)c2ccccc2n1
  -3	0	2%	-6%	-1%	15%	0%
CCC(=O)NCCC(c1ccco1)c1ccccc1OC (configuration not stated)
  -3	13	-1%	?	10µM*	-21%	0%
CC(C)CCn1cnc2c(oc3nc4c(cc32)CCCC4)c1=O
  14	24*	-27%	0%	-96%	-6%	0%
COc1cc(CNCc2cc(OC)ccc2OC)cc(OC)c1
  ·	-2	-4%	?	?	?	2%
O=C(NCCN1CCOCC1)c1cc2ccccc2oc1=O
  35*	13	-1%	45%[activator]	?	3.2µM*	-4%
CN(Cc1ccc(Cl)s1)C(=O)CSc1nnc(C2CC2)n1C1CC1
  ·	·	·	?	?	20%	2%
Oc1ccccc1/C=C/c1noc(-c2ccccc2O)n1
  70*	33*	-3%	-42%	?	?	5%
CCOC(=O)CC(NC(=O)CCc1c(C)nc2ncnn2c1C)c1ccc(C)cc1 (configuration not stated)
  -3	-5	0%	12%	-19%	9%	-3%&4%

Four entries drawn at random from those above:
Results follow in this order: Shiga toxin inh	Cycloheximide cs	LmPK inhibitor	Pf growth 48h	Pf growth 96h	HCV inh	Tb PYK inh
c1ccc(C2N3CCCN23)cc1 (configuration not stated)
  -5	-2	0%	-14%	16%	2%	-4%
CN1CCN(C(=O)c2cc3c(=O)n4ccccc4nc3s2)CC1
  49*	12*	-11%	38%[activator]	7%	5%	-9%
CN1CCCN(C(=O)c2ccc(Cl)s2)CC1
  6	1	1%	19%	?	9%	-4%
Cn1c2c(c3cc([N+](=O)[O-])ccc31)CCCC2
  -9	1	-10%	7%	101%[activator]	?	-1%

Next results:
Results follow in this order: Shiga toxin inh	Cycloheximide cs	LmPK inhibitor	Pf growth 48h	Pf growth 96h	HCV inh	Tb PYK inh
O=C(CN1CCCC1)NC12CC3CC(CC(C3)C1)C2
  -8	-2	0%	12%	0%	16%	2%
Cc1noc(C(F)(F)F)c1C(=O)NNC(=O)c1ccccc1
  -13	-1	1%	36%[activator]	0%	6%	-4%
C=Cn1ccnc1P(=S)(c1ccc(N(C)C)cc1)c1nccn1C=C
  -24	-3	1%	-13%	?	-5%	-5%
O=S(=O)(c1ccc(Cl)cc1)n1nnc2ccccc21
  -28	-1	-3%	43%[activator]	0%	18%	9%
CCC(=NC1CC1)c1c(O)n(C2CCCCC2)c(=O)[nH]c1=O
  13	10	3%	?	?	13%	1%
CC(=O)N1c2ccc(S(=O)(=O)NCCC(=O)Nc3ccc(F)cc3C)cc2CC1C (configuration not stated)
  -6	5	1%	-8%	?	1%	2%
O=C1NCCCc2c1oc1ccc(O)cc21
  8	18	-14%	?	-1%	11%	-1%
CCc1ccccc1NC(=S)N(CCN1CCCCCC1)Cc1ccco1
  -7	-7	0%	0%	?	11%	2%
O=C(c1ccccc1F)N1CCCC(C(=O)N2CCN(c3ccccc3)CC2)C1 (configuration not stated)
  28	-3	-4%	0%	?	8%	2%
Nc1nc(Cl)cc(NCCc2ccccc2)n1
  13	15*	-7%	21%	31%[activator]	·	·
Cc1noc(NC(=O)c2cccc(C(F)(F)F)c2)c1Cl
  -17	1	2%	-10%	-27%	-2%	29%
CCN(CC)C(=O)c1[nH]cnc1C(=O)NC1CCN(C(=O)OC(C)(C)C)CC1
  ·	·	·	?	36%[activator]	?	0%
OC1(c2ccc(OC(F)F)cc2)CSC(=Nc2cccnc2)N1Cc1ccco1 (configuration not stated)
  -4	6	2%	?	?	11µM*	-7%
Nc1ccccc1-n1c(=O)n(Cc2ccccc2F)c(=O)c2[nH]cnc21
  -4	1	-1%	-17%	1%	15%	-9%
Cn1c(NC(=O)c2ccco2)cc(=O)n(C)c1=O
  67	-5	-1%	9%	-15%	16%	0%
O=[N+]([O-])c1cc(F)c(N2CCCC2)cc1N1CCNCC1
  -17	-5	2%	6%	-3%	·	·
Cc1nc(SCCOc2ccccc2)[nH]c(=O)c1Cc1ccccc1
  -1	-1	-2%	32%[activator]	170%[activator]	12%	2%
CC(=O)/C(=N\Nc1ccccc1)Sc1cccc2cccnc12
  11	-5	0%	-12%	?	?	-5%
CCC(C)NC(=O)C(Cc1ccccc1)NS(=O)(=O)c1ccc2c(c1)CCC(=O)N2 (configuration not stated)
  -2	12	3%	?	?	12%	0%
CN(C)S(=O)(=O)c1cccc(NC(=S)NN=C(Cc2ccccc2)Cc2ccccc2)c1
  27	19	1%	-2%	-28%	5%	-20%

Among those listed so far, 2 contain an aryl thioether with sulfur outside any ring.
Results follow in this order: Shiga toxin inh	Cycloheximide cs	LmPK inhibitor	Pf growth 48h	Pf growth 96h	HCV inh	Tb PYK inh
CN(Cc1ccc(Cl)s1)C(=O)CSc1nnc(C2CC2)n1C1CC1
  ·	·	·	?	?	20%	2%
Cc1nc(SCCOc2ccccc2)[nH]c(=O)c1Cc1ccccc1
  -1	-1	-2%	32%[activator]	170%[activator]	12%	2%

Additional entries:
Results follow in this order: Shiga toxin inh	Cycloheximide cs	LmPK inhibitor	Pf growth 48h	Pf growth 96h	HCV inh	Tb PYK inh
CCOc1cc(C(=O)O)cc(Cl)c1OCC#N
  0	-1	1%	6%	7.4µM*	32%[activator]	1%
CCC(=O)NNC(=O)c1cc(COc2cc(Cl)cc(Cl)c2)on1
  12	1	-3%	-6%	26%	12%	-2%
COc1cc(C(C(=O)NC(C)(C)C)N(Cc2ccccc2)C(=O)c2cnccn2)cc(OC)c1OC (configuration not stated)
  -17	-2	-3%	0%	?	23%	6%
Cc1ccc(S(=O)(=O)Nc2ccccc2/C=N/c2nc3ccccc3n2C)cc1
  20	3	-3%	12%	-28%	?	-2%
COc1ccc(O)c(CN2CCCC(C(=O)c3ccccc3SC)C2)c1 (configuration not stated)
  -3	16	4%	5.2µM*	16%	11µM*	3%
COc1nc(NC(C)(C)C)nc(Oc2ccc(=O)n(-c3ccccc3)n2)n1
  -17	-7	2%	?	-4%	-6%	15%
CCOCCCNCC(O)c1ccccc1 (configuration not stated)
  -12	-3	-3%	-11%	5%	13%	-1%
CCOc1ccccc1C(=O)Nc1cnn(Cc2ccc(F)cc2)c1
  3	2	-3%	9%	-28%	?	-2%
COc1ccc(-c2csc(/C(C#N)=C(\O)CSc3nccn3C)n2)cc1OC
  1	-1	10%	?	?	-13%	-10%
COC(C(=O)NNC(=O)Cc1ccc(Cl)cc1)c1ccccc1 (configuration not stated)
  -10	1	-1%	-8%	?	14%	5%
Cc1ccccc1C(=O)OC(C)CN1CCOCC1 (configuration not stated)
  27	10	3%	10%	-24%	11%	1%
COc1ccc(-c2cc(C(=O)N3CC(C)CC(C)C3)c3ccccc3n2)cc1 (configuration not stated)
  ·	·	·	2.9µM*	3.7µM*	6%	-6%
C=CCNC(=O)COC(=O)c1cc(S(=O)(=O)N2CCOCC2)ccc1N1CCCCC1
  -6	-2	2%	·	27%	22%	-7%
COc1cc(/C=N/Nc2cccc(C)c2)ccc1OC(=O)c1cccs1
  33	18*	5%	-15%	1%	4%	-12%
Cc1ncc([N+](=O)[O-])n1CCOc1nonc1N
  27	18	-7%	4%	27%	2%	2%
CC1CCCCC12NC(=O)N(CC(=O)NCCc1ccc(F)cc1)C2=O (configuration not stated)
  ·	·	·	-30%	?	-3%	0%
Cc1ccc(-c2nc(C(=O)NCCCN3CCOCC3)cc3c2[nH]c2ccccc23)cc1
  -2	-4	-1%	5.9µM*	6.6µM*	11µM*	-3%
O=[N+]([O-])c1ccc(-c2cnc(SCc3ccccc3Cl)[nH]2)cc1
  58*	28*	-2%	15%	?	?	-37%
CCN(CC)S(=O)(=O)c1ccc(C(=O)NCCCn2ccnc2)cc1
  4	2	1%	?	23%	6%	-2%
O=C(O)/C=C/c1cn(Cc2ccccc2)nc1-c1cccs1
  -5	1	1%	2%	2%	-6%	0%
CCS(=O)(=O)N1CCN(c2cc3c(cc2[N+](=O)[O-])n(C)c(=O)n3C)CC1
  34	6	1%	-10%	0%	10%	13%
COc1cc2c3c(c1OC)C1(C=CC(=O)C=C1)CC3N(C(C)=O)CC2 (configuration not stated)
  -5	-4	-7%	-8%	16%	8%	-8%

Screens deposited in PubChem by National Center for Advancing Translational Sciences (NCATS).
